MCF10A rereplic: induces DNA re-replication in MCF 10a normal breast cells; hit rate 2.9% among 350,000; MCF 10A DNA re-replication, Hoechst nuclear intensity, 48 h; AID 624296; Potency, µM (series often up to 46.1 µM), for the others: at the highest dose activity, positive = re-replication, actives largely listed as activators; further: potency means the concentration at half of the fitted maximal effect; % of control where 0% means no effect; nearly all actives have a fitted effect of over 50% in size
KB-V1 cytotox: kills drug-selected multidrug resistant KB-V1 cells. KB-V1 MDR cells viability, CellTiter-Glo, 72 h. Potency, µM (doses to about 46.1 µM), for inactives: top-dose activity change, negative = cytotoxicity, actives largely listed as cytotoxic. hit rate 3.4% among 400,000. AID 1347076; further: potency means the concentration at half of the fitted maximal effect; on the % scale 0 is the no-effect control and ±100 the full control effect; nearly all actives have a fitted effect of over 60% in size
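Luminescent ATP read-out (CellTiter-Glo, 10 min) measures survival of drug-selected KB-V1 MDR cells after 72 h, 37 degrees C compound exposure. Medium: phenol-red-free DMEM, 10% FBS. Values from fitted concentration-response curves.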
IL-1B inflam inh: blocks inflammasome-driven IL-1 beta release | THP-1 LPS/ATP IL-1B secretion, AlphaLISA, 16 h; active compounds read low | activity change, % at 57.5 µM | hit rate 4.7% among 360,000; in the data active means activity change below about -50%; inconclusive means mostly about -30% to -49%; further: on the % scale 0 is the no-effect control and ±100 the full control effect
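THP-1 cells pretreated 1 hr with compounds (up to 57.5 uM final), then stimulated with LPS (250 ng/mL final) plus ATP (1.25 mM final); secreted IL-1B measured by AlphaLISA after 16 hr, decreased signal indicating inhibition.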
KB-3-1 cytotox: KB-3-1 parental cell cytotoxicity. Potency, µM (series often up to 46.1 µM), for inactives: top-dose activity change, negative = cytotoxic, actives largely listed as cytotoxic. AID 1347075. hit rate 1.4% among 400,000. KB-3-1 viability, CellTiter-Glo ATP luminescence, 72 h; further: potency means the concentration at half of the fitted maximal effect; on the % scale 0 is the no-effect control and ±100 the full control effect; nearly all actives have a fitted effect of over 60% in size
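Cytotoxicity in the drug-sensitive parental line KB-3-1 was scored as loss of CellTiter-Glo luminescence following 72 h incubation with compound. Values come from curve fitting of normalized concentration-response data.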
HT1080 IDH1KD tx: kills HT-1080 cells with IDH1 knockdown; AID 686971; HT-1080 IDH1 knockdown viability, ATP luminescence, 48 h; Potency, µM (series often up to 46.1 µM), for the others: at the highest dose activity, negative = toxicity, actives largely listed as cytotoxic; hit rate 2% among 360,000;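 further: potency means the concentration at half of the fitted maximal effect; 0% = DMSO wells and -100% = cell-free medium wells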
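HT-1080-IDH1KD cells (IDH1 knocked down), 750/well in RPMI with 5% FBS, treated with compound 48 h at 37 degrees C. Viability by CellTiter-Glo luminescence, normalised to DMSO and no-cell wells; concentration-response curves classed.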
HT1080NT lethal: kills 2HG-producing HT-1080-NT fibrosarcoma cells | HT-1080-NT fibrosarcoma viability, CellTiter-Glo ATP luminescence, 48 h | Potency, µM (series often up to 46.1 µM), inactives show at the highest dose activity, negative = less viability, usual class: cytotoxic | hit rate 1.6% among 360,000 | AID 686970;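 further: NT is the 2HG producing partner of a matched IDH1 knockdown line; potency means the concentration at half of the fitted maximal effect; 0% = DMSO-treated cells and -100% = media-only wells without cells; nearly all actives have a fitted effect of over 55% in size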
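Viability by CellTiter-Glo luminescence after 48 h compound exposure at 37C of HT-1080-NT cells (750/well, RPMI, 5% FBS). % activity scaled between DMSO wells and medium-only wells, then curve-fitted and categorized by curve class.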
SW480 rereplic: inducers of DNA re-replication in SW480 colon cancer cells. SW480 DNA re-replication, Hoechst DNA content imaging, 48 h. Potency, µM (highest dose often 46.1 µM), without a hit: at the top dose re-replication activation, most hits filed as activators. hit rate 1.8% among 340,000. AID 624297; further: potency means the concentration at half of the fitted maximal effect; % of control where 0% means no effect; nearly all actives have a fitted effect of over 55% in size
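Image-based read-out: total Hoechst fluorescence of nuclei (405 nm excitation, 500-530 nm emission), with hits raising the fraction of high-intensity nuclei. SW480 colon cells incubated 48 hr with compounds at 37 C.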
ATXN viability: viability counter-screen for ATXN expression inhibitors | S2 cells (HEK-293 line with an ATXN2-luciferase reporter) viability, CellTiter-Fluor protease fluorescence, 24 h | Potency, µM (doses to about 56.7 µM), hits mostly cytotoxic | hit rate 0.49% among 400,000 | AID 651635; further: potency means the concentration at half of the fitted maximal effect; nearly all actives have a fitted effect of over 40% in size
ATXN2 expr inh: inhibitors of ATXN2 expression; HEK-293 ATXN2-luciferase reporter, luminescence, 24 h; Potency, µM (doses to about 57 µM), without a hit: at the top dose activity change, negative = inhibition, actives largely listed as inhibitors; hit rate 0.72% among 360,000; further: potency means the concentration at half of the fitted maximal effect; on the % scale 0 is the no-effect control and ±100 the full control effect; nearly all actives have a fitted effect of over 55% in size
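ATXN2-luciferase reporter cells (luciferase flanked by upstream and downstream ATXN2 gene portions) were treated 24 h at 37 °C with compounds at up to 57 uM. SteadyGlo luminescence gave expression; GF-AFC fluorescence gave viability.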
Starred values were filed as active, the others as inactive; i = inactive; ? = inconclusive; . = no result given; [ ] = dose if it differs, or a comment. Unless noted, the call rests on the fitted dose curve; in most records, active means well fitted curve in the direction sought with a large enough effect; inconclusive means small, poorly fitted or top-dose-only effect, or another doubt; inactive means no such curve, though single readings can be large; an effect the other way counts as inactive or inconclusive.

SMILES | MCF10A rereplic | KB-V1 cytotox | IL-1B inflam inh | KB-3-1 cytotox | HT1080 IDH1KD tx | HT1080NT lethal | SW480 rereplic | ATXN viability | ATXN2 expr inh
COc1ccc(-c2onc3ccc(C(C)=O)cc23)cc1 | 1.9% | 6.6% | -23.2 | -1.8% | 5.8% | 4.5% | -2.0% | . | .
Brc1cccc(-c2nc3ccc(Br)cn3c2Cc2ccccc2)c1 | . | 10.4% | 58.3 | 0.0% | 8.9% | 4.7% | . | ? | 51.9%[activator]
O=C(NCC1CCCO1)C1CC(=O)N(c2cccc(Cl)c2)C1 (stereo not given) | 0.2% | 1.5% | 11.0 | 13.8% | 16.9% | 20.5% | -13.4% | i | 1.3%
Cn1ccs/c1=N\C(=O)Nc1cccc(Cl)c1 | -7.6% | -2.0% | -1.1 | 13.2% | 9.4% | 7.8% | 0.1% | i | 63.2%[activator]
CCC1CCCCN1C(=O)CSc1nnc(CNC(=O)c2ccco2)o1 (stereo not given) | 1.5% | -5.2% | 11.7 | -1.4% | -1.5% | 0.5% | -2.7% | ? | 1.1%
COc1cc2c(cc1OC)C(COc1ccc(F)cc1)N(C(C)=O)CC2 (stereo not given) | 3.7% | 13.5% | -10.1 | -3.6% | -11.3% | -0.8% | -13.8% | i | -3.5%
O=C(/C(=C/O)N=Nc1ccccc1Cl)c1ccccc1 | ? | -1.6% | -99.0* | 9.6% | 14.6µM* | 13µM* | 0.2% | ? | ?
COC(=O)c1ccccc1NC(=O)c1sc(=S)n(C)c1N | -1.6% | -8.1% | 32.1 | 2.6% | -23.2% | -0.5% | -5.2% | i | 4.1%
CC(=O)c1cccc(NC(=O)CCc2c(C)nc3c(-c4ccc(F)cc4)c(C)nn3c2C)c1 | . | 16.5% | . | 11.8% | . | . | . | i | 1.7%
COC(=O)C1=C(C)NC2=C(C(=O)c3ccccc32)C1c1ccc(-c2ccc(C(=O)O)cc2)o1 (stereo not given) | ? | -6.3% | -7.5 | 19.7% | -25.1% | -10.8% | -35.4%[inhibitor] | i | 0.2%
CC1=C(C(N)=O)C(c2ccc(Br)cc2)n2nc(CCCO)nc2N1 (stereo not given) | 7.6% | -14.9% | -0.4 | -1.2% | 18.7% | 25.0% | -9.4% | i | 9.1%
CSc1nn(Cc2ccccc2C)c(NC(C)=O)c1S(=O)(=O)c1ccc(C)cc1 | . | -1.7% | . | -6.6% | . | . | . | ? | -20.7%
CCCOc1ccc(C(C)=O)cc1CSCCC#N | 18.0% | -8.2% | -0.6 | 4.6% | -1.2% | 2.3% | -6.6% | i | 5.5%
O=C1c2ccccc2NC(c2cccc(F)c2)N1Cc1ccccc1 (stereo not given) | 20.6µM* | -5.1% | ? | -21.1% | -12.7% | -17.0% | ? | i | -27.6%
CC(C)C(NS(=O)(=O)c1cccs1)C(=O)Nc1nc(C(C)(C)C)cs1 (stereo not given) | 3.6% | ? | 16.6 | 22.4% | ? | ? | -1.1% | i | -11.6%
COc1ccc(C)cc1NC(=O)C1CCN(S(=O)(=O)c2cc(Br)cc3c2N(C(C)=O)CC3)CC1 | . | 16.7% | . | 3.1% | . | . | . | i | 2.6%
COC(=O)c1ccccc1NC(=O)CN(CCc1ccccc1)S(C)(=O)=O | 9.8% | -16.8% | -12.8 | -0.5% | 1.0% | -9.9% | 1.5% | ? | -8.2%
Cc1ccc(NC(=O)CSc2nnc(-c3cccnc3)o2)c(C)c1 | 1.7% | -0.7% | 12.8 | 11.9% | 12.9% | 9.3% | ? | i | 38.1%
CC(=O)/C=C/c1ccc2ccccc2n1 | 14.6µM* | 0.0% | -119.7* | -33.5% | ? | ? | 9.2µM* | i | 2.5%
COc1ccccc1CNc1ccc2nnc(CCNC(=O)c3ccc(C)cc3)n2n1 | -0.2% | ? | 15.8 | 11.8% | 4.2% | 0.0% | -7.5% | i | .
COc1ccc(C(C)=O)cc1CN1C(=O)NC(CC(C)C)C1=O (stereo not given) | 2.6% | 9.6% | 3.8 | -1.3% | 16.9% | 7.1% | -17.5% | i | 6.2%
CC(=O)N1N=C(c2ccccc2)CC1c1cccc([N+](=O)[O-])c1 (stereo not given) | 7.5% | -3.0% | 16.8 | -2.1% | -17.8% | -2.1% | -3.1% | i | -2.0%
CCC(C)[C@H](NC(=O)NCCCc1ccccc1)C(=O)OC (stereo not given in full) | -2.9% | -3.1% | 18.0 | 1.6% | 0.7% | 12.3% | -7.0% | i | 2.0%
CN(C)CCCNC(=S)N(CCN(C)C)Cc1cc2cc3c(cc2[nH]c1=O)OCCO3 | 4.8% | ? | 0.4 | -5.8% | 4.4% | 10.2% | 3.0% | i | -13.0%
CCCCN(C(=O)C1CC(=O)N(c2ccc3c(c2)OCCO3)C1)c1c(N)n(CC(C)C)c(=O)[nH]c1=O (stereo not given) | 16.4% | -27.3% | -17.0 | -1.3% | -1.9% | -2.1% | 6.5% | i | 8.4%
CC(C(=O)O)N(c1ccccc1Cl)S(C)(=O)=O (stereo not given) | 16.4% | 26.0% | 27.1 | 11.0% | -2.0% | 0.9% | -15.4% | i | 7.3%
CCOC(=O)N1CCN(CC(=O)Nc2nc3ccccc3s2)CC1 | 7.9% | 11.6µM* | 16.4 | -29.4% | -11.7% | -8.0% | 1.4% | i | -8.8%
Cc1cccc(-c2oc3ccc(-c4ccc5c(c4)OCO5)cc3c2-c2ccc(OC3CCCCO3)cc2)c1 (stereo not given) | 5.6% | 28.6% | 4.2 | -16.1% | -2.9% | 8.1% | 2.8% | i | -1.8%
Nc1nc(C2CCOCC2)cs1 | -4.4% | 12.9% | 8.3 | 2.3% | 6.8% | 1.8% | -11.2% | i | -0.3%
CCCSc1nc(=O)c2c(n1C)NC(=O)CC2c1cccc(F)c1F (stereo not given) | . | ? | . | 0.3% | . | . | . | i | 9.4%
CCOC(=O)c1sc2ncn(CC(=O)Nc3ccc(OC)c(Cl)c3)c(=O)c2c1C | . | -14.2% | . | -5.3% | . | . | . | i | 2.9%
O=C(NC(Cc1ccccc1)C(=O)O)/C(=C/c1ccccc1)NC(=O)c1cccc(Br)c1 (stereo not given) | -1.9% | 8.0% | 0.0 | 3.2% | 13.5% | -3.9% | -27.9% | i | -18.8%
CC(=O)Nc1ccc2nc(NC(=O)COc3ccccc3C)sc2c1 | 1.2% | -3.3% | 3.7 | ? | -17.6% | -29.0% | 2.0% | i | 4.6%
Nc1cc(S(=O)(=O)Nc2ccccc2Cl)ccc1N1CCCC1 | 10.2% | 5.7% | 12.1 | -5.2% | 8.5% | 2.6% | 2.2% | i | -12.6%
CC(C#N)(NC(=O)CN1CCN(S(=O)(=O)c2cc(C(F)(F)F)ccc2Cl)CC1)C1CC1 (stereo not given) | 6.1% | -4.3% | 4.2 | -0.2% | -3.9% | -2.2% | 1.2% | i | -11.0%
CC(=O)c1ccc2c(c1)CC(C)C(=O)N2C (stereo not given) | 9.5% | -27.4% | 18.0 | -2.4% | 14.4% | 6.6% | -8.0% | i | 32.6%[activator]
O=C(Cn1c(COc2ccccc2)nc2ccccc21)Nc1cc(Cl)cc(Cl)c1 | 11.6µM* | -26.3% | 6.7 | -1.0% | ? | ? | -2.2% | ? | ?
CCn1c(NCc2ccc(OC)cc2)nc2ccccc21 | -5.0% | -1.3% | -17.9 | 6.3% | -1.8% | 0.2% | ? | . | 42.0%[activator]
Cc1ncccc1C(=O)N1CCCC(CCC(=O)N2CCN(c3ccccn3)CC2)C1 (stereo not given) | 0.4% | 20.1% | 21.4 | 10.7% | 6.5% | 4.8% | -2.3% | i | -2.0%
COc1ccc(N(C)S(=O)(=O)c2cccc(C(=O)NCc3ccc(C)cc3)c2)cc1 | 8.1% | 6.51µM* | -59.2* | -18.9% | -11.2% | -10.3% | 3.1% | i | -9.2%
c1ccn2c(CNc3ncnc4sccc34)nnc2c1 | 6.7% | ? | 35.5 | 4.1% | 3.3% | -23.4% | -5.3% | i | -0.2%
O=C(O)/C=C/c1cn(-c2ccccc2)nc1-c1cccs1 | -0.2% | -0.8% | -2.7 | 2.0% | -8.9% | 6.1% | -5.4% | . | .
CCCC(=O)NCCCCNC(=O)CCC | -0.5% | 9.4% | 0.6 | -3.2% | 1.1% | 1.7% | -7.9% | i | 1.2%
Cc1ccc(S(=O)(=O)Nc2cccc(C(=O)NCC3CCCO3)c2)cc1F (stereo not given) | 8.6% | ? | 14.1 | ? | -25.6% | 1.3% | -9.6% | i | -13.1%
O=C(C=Cc1ccco1)c1ccc2ccccc2c1 | ? | -13.5% | -64.8* | 4.2% | ? | 16.7% | -1.5% | ? | 41.9%[activator]
NCCc1nnc(SCc2c(Cl)cccc2Cl)o1 | -4.2% | 6.6% | 6.5 | 6.5% | -0.7% | -11.3% | -0.1% | i | 4.2%
O=C(O)c1ccc(CNCc2ccccc2Cl)cc1 | 0.5% | 4.4% | 22.7 | -4.0% | 26.9% | 18.2% | 0.4% | i | 3.0%
Cc1ccc(C(C(=O)NC2CCCC2)N(C(=O)Cc2cccs2)c2ccc3c(c2)OCCO3)cc1 (stereo not given) | 4.2% | 20.6µM* | -58.4* | 11.4% | -12.8% | -7.1% | ? | i | -12.3%
Cn1c(-c2ccc(C(C)(C)C)cc2)n[nH]c1=S | 16.0% | ? | 15.0 | -14.6% | -2.3% | -12.0% | -16.6% | i | 43.4%[activator]
CCNc1nc(NCC)n2c(SCC(=O)Nc3ccccc3C(F)(F)F)nnc2n1 | -0.8% | 12.3% | -0.7 | 5.1% | 2.8% | 3.5% | -1.3% | ? | -15.0%
O=C(CN1CCN(c2ccc(F)cc2)CC1)N1CCOCC1 | ? | 0.0% | 7.5 | 6.6% | 4.6% | 0.4% | -6.6% | i | 2.1%
